High-throughput results: PubChem, several laboratories
RSV antiviral HEp-2: RSV antiviral activity via CPE protection, HEp-2 cells, primary 10 µM value included (AID 2391); one-dose CPE inhibition, % at 10 µM; IC50 in µM for titrated hits; HEp-2 cells, RSV-induced CPE inhibition; higher % means a stronger effect; hit rate 0.13% among 310,000; in the data active means a potency from the dose series; inconclusive means CPE inhibition mostly from about 23% at the one dose, without a potency; inactive means the rest, 99 in 100 with CPE inhibition below about 21%; further: strong numbers were not always called active
Yfh1-off respiration: enhancers of respiration in Yfh1-depleted yeast, dose response, Friedreich's ataxia, plus single-dose screen (AID 1465). S. cerevisiae Yfh1-off respiration, WST-1 reduction, 72 h; higher fold induction means a stronger effect. fold induction at 50 µM; hits with a dose series show EC50 in µM. hit rate 0.074% among 220,000;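 active means fold induction of absorbance versus untreated yeast above a set limit, then at least 30% activation at any dose in follow-up; inconclusive means repeats straddling the limit, or above it without dose testing; inactive means fold induction below the set limit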;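 further: activators that raise dye reduction in frataxin-depleted yeast; strong numbers were not always called active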
K1F lysis inhibition: inhibition of K1F phage lysis, E. coli UTI89, bacterial capsule biogenesis inhibitors, alamar blue (AID 488966); E. coli UTI89 K1F phage lysis, alamar blue, 2 h; higher % means a stronger effect; inhibition, % at 100 µM; hits with a dose series show IC50 in µM; hit rate 0.02% among 340,000;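 active means phage lysis inhibition, versus mean bacterial control, above a set limit; inconclusive means no clear call, values can overlap the other calls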;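 further: capsule biogenesis inhibitors block K1F phage lysis so surviving cells raise fluorescence; higher fluorescence means more inhibition of phage lysis; actives were called in the ten point dose series up to 300 µM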
SV40 large T antigen: SV40 large T antigen inhibitors, biochemical (AID 1903) | SV40 large T antigen ATPase/helicase inhibition assay; higher % means a stronger effect | inhibition, % at 20 µM; hits with a dose series show IC50 in µM | hit rate 0.39% among 310,000; in the data active means a potency from the dose series; inconclusive means inhibition mostly from about 32% at the one dose, without a potency; inactive means the rest, 99 in 100 with inhibition below about 32%; further: strong numbers were not always called active
XIAP displacement: XIAP antagonists, biochemical, IAP family, fluorescence polarization (AID 1018); E3 ubiquitin-protein ligase XIAP (Homo sapiens); XIAP BIR domain, fluorescence polarization peptide displacement; higher % means a stronger effect; displacement, % at 20 µM, or IC50 in µM where a hit was titrated; hit rate 0.007% among 200,000; in the data active means displacement above about 50%; further: a part of the inactive calls stands beside numbers as strong as those of hits
West Nile virus CPE: West Nile virus antiviral activity, cell-based, CPE readout (AID 1621); hit rate 0.02% among 290,000; CPE inhibition, % at 10 µM, or IC50 in µM where a hit was titrated; West Nile virus-infected cells, CPE inhibition; higher % means a stronger effect; in the data active means a potency from the dose series; inconclusive means CPE inhibition mostly from about 3.7% at the one dose, without a potency; inactive means the rest, 99 in 100 with CPE inhibition below about 2.2%; further: strong numbers were not always called active
WT yeast gro inh: growth inhibition of WT strain, primary screen, mitochondrial fusion inhibitor project, WT and mutant strains, chemical genetic | inhibition, % at 10 µM | AID 1362, 2008 | hit rate 2.1% among 190,000 | mitochondrial fusion phenotypic screen; in the data active means inhibition above about 58%; tested in S. cerevisiae
ER stress rescue: rescue of cells from ER stress-induced death, primary screen, 384-well, CSM14.1, thapsigargin, ATP luminescence (AID 1222); CSM14.1 thapsigargin-induced death rescue, ATP luminescence; higher % means a stronger effect; 190,000 tested, under 10 active; one-dose cellular ATP content (survival), % at 20 µM; EC50 in µM for titrated hits;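 active means EC50 below 50 µM in the dose-response confirmation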;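 further: death triggered by thapsigargin at about 15 µM added after 2 h compound pretreatment; cell ATP read after overnight thapsigargin exposure of roughly 18 to 22 hours; normalized against plate controls of thapsigargin alone and 5% DMSO vehicle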
NS5 inhibitors: Dengue-2 NS5 methyltransferase inhibitors, primary screen, biochemical, confirmation dose response (AID 588689); Dengue-2 NS5 methyltransferase capping enzyme assay, biochemical; higher % means a stronger effect; one-dose inhibition, % at 25 µM; IC50 in µM for titrated hits; hit rate 0.3% among 340,000; in the data active means a potency from the dose series; inconclusive means inhibition above about 29% without an active follow-up result
WT yeast gro inh mutant strain: also measured in WT yeast gro inh; calls as there; inhibition, %; mitochondrial fusion phenotypic screen, mutant strain inhibition
Starred values were filed as active, the others as inactive; i = inactive; ? = inconclusive; . = no result given; [ ] = remark or other dose.

SMILES,RSV antiviral HEp-2,Yfh1-off respiration,K1F lysis inhibition,SV40 large T antigen,XIAP displacement,West Nile virus CPE,WT yeast gro inh,WT yeast gro inh mutant strain,ER stress rescue,NS5 inhibitors
O=C(COC(=O)c1ccc(Cl)c(S(=O)(=O)N2CCN(c3ccc(F)cc3)CC2)c1)Nc1cccc(Cl)c1,5.1%,i,1.9%[50 µM],4%,-4.5%,0.6%,5,-9,-0.8%,-9%
CCn1cc(C(=O)NCc2ccccc2F)c(=O)c2ccc(C)nc21,1.3%,.,-0.1%,5%,.,-1.3%,.,.,.,-1%
COc1ccc2[nH]c(C(=O)O)c(CCN3C(=O)c4cccc([N+](=O)[O-])c4C3=O)c2c1,1.8%,i,-0.1%,11%,.,1.5%,.,.,.,-2%
Nc1nonc1-n1nnc(C(=O)N/N=C/c2ccc3c(c2)OCO3)c1CSc1ccccc1,-0.1%,.,0.3%,7%,.,1.2%,.,.,.,1%
O=c1c2c3nc4ccccc4nc3n(CC3CCCO3)c2ncn1CCc1ccccc1 (stereo not drawn),0.2%,i,0.0%,-2%,-2.5%,0.1%,-8,12,2.8%,-6%
CC1CCN(C(=O)Cn2c(=O)oc3ccccc32)CC1,1.1%,i,-0.1%,11%,-3.0%,0.2%,-28,4,-1.3%,-6%
CCOc1cc(/C=C/C(=O)O)ccc1OCc1ccccc1,0.7%,i,0.4%,-3%,-1.3%,0.7%,19,28,1.1%,0%
Cc1ccc(NC(=O)CSc2nc(=O)n(CCCN(C)C)c3c2CCC3)c(C)c1,-1.6%,.,1.4%[50 µM],9%,.,.,.,.,.,-9%
CN1CCN(c2nc(-c3ccc(Br)cc3)nnc2-c2ccccc2)CC1,-0.3%,i,1.0%,9%,-5.7%,0.6%,27,26,11%,3%
c1cc(CN2CCCCC2)cc(OCCCNc2nc3ccccc3s2)c1,-1.5%,i,8.3%,4%,.,-1.3%,.,.,.,-6%
COc1ccc(OC)c(NC(=O)c2cccc3c2C(=O)N(C2CCCCC2)C3)c1,0.8%,.,0.5%,8%,.,0.4%,.,.,.,-6%
O=C(Nc1ccnn1C1CCN(Cc2cccc(O)c2)CC1)C1CCCC1,0.2%,.,0.8%[50 µM],11%,.,-0.1%,.,.,.,-1%
Cc1ccc(NC(=O)CN2C(=O)NC3(CCc4ccccc43)C2=O)cc1 (stereo not drawn),0.4%,i,0.0%,11%,-3.7%,-0.1%,0,-12,2.7%,3%
Cc1ccc(OCC(=O)N(Cc2ccc(N(C)C)cc2)C2CCS(=O)(=O)C2)cc1C (stereo not drawn),.,i,-0.8%,2%,.,-0.5%,.,.,.,-5%
Cc1cnc([N+](=O)[O-])n1CCOC(=O)NC(=O)c1ccc(C(F)(F)F)cc1,-0.5%,i,0.1%,18%,-10%,1.8%,-13,-10,-0.7%,1%
NC(=O)c1cccc(S(=O)(=O)N2CCCCC2)c1,0.7%,i,-1.8%,4%,-1.3%,0.1%,0,-34,.,1%
COCCCNCC(=O)Nc1ccc(OC(F)(F)F)cc1,0.7%,.,1.7%,2%,-1.3%,.,-13,1,-0.9%,-4%
CC(=O)N(Cc1cccnc1)Cc1cc2ccc(C)cc2[nH]c1=O,0.9%,i,-0.1%,13%,-3.0%,-0.1%,-2,4,-0.1%,-3%
OCCn1c(CSc2nc3ccccc3n2CCO)nc2ccccc21,1.9%,i,-1.9%,4%,-20%,-0.6%,-33,-7,-1.6%,-4%
O=c1cc(N2CCCCC2)[nH]c(=O)n1C1CCCCC1,0.3%,i,4.2%,6%,-5.2%,-0.3%,5,4,0.3%,2%
COc1ccc(OC)c(CNC(=O)CCCn2ccc3cc(S(=O)(=O)N4CCCC4)ccc32)c1,?,.,0.0%,-3%,.,-0.3%,.,.,.,8%
COCC(C)n1c(C)cc(C(=O)COC(=O)c2ccc3c(c2)NC(=O)CS3)c1C (stereo not drawn),7.8%,i,-0.1%,5%,-2.1%,1.4%,-10,-18,7.9%,3%
Cc1ccccc1-n1nnnc1SCC(N)=O,1.0%,i,0.8%,14%,-9.0%,0.5%,2,-61,-1.4%,-5%
CCc1nnc(NC(=O)CCC(=O)Nc2ccccc2)s1,0.7%,i,0.5%,11%,1.3%,0.0%,-5,3,-2.9%,1%
COc1cccc2c1C(=O)c1c(O)c3c(c(O)c1C2=O)C[C@@](O)(C(=O)CO)C[C@@H]3O[C@H]1C[C@H](N)[C@@H](O)[C@H](C)O1,-1.4%,i,i,36%,.,?,.,.,.,-6%
O=C(Nc1nc(-c2ccccn2)cs1)c1ccccc1-n1cnnn1,-2.8%,i,0.2%,16%,.,?,.,.,.,-3%
Cc1ccc(-c2csc(NC(=O)c3cc([N+](=O)[O-])ccc3N3CCOCC3)n2)cc1,1.0%,i,0.0%,0%,0.4%,-0.1%,14,17,-0.6%,0%
Cc1ccc(NC(=O)CSc2n[nH]c(-c3ccncc3)n2)cc1C,6.7%,i,-0.3%,2%,-6.9%,-0.2%,-8,-16,.,-3%
O=C(Nc1ccc(-c2cnco2)cc1)c1ccc(F)cc1F,1.2%,i,0.2%,8%,.,0.7%,.,.,.,1%
CCOC(=O)c1cccc(NS(=O)(=O)c2cnc[nH]2)c1,1.1%,i,1.3%,-2%,0.2%,0.3%,15,12,-1.4%,-9%
Cc1ccc(-c2c(C)n([O-])c3c([n+]2=O)CCCC3)cc1,2.8%,i,0.0%,1%,-4.4%,-0.5%,-7,12,0.2%,-9%
CCOC(=O)c1cc2c(=O)n3cccc(C)c3nc2n(C)c1=N,.,.,.,-4%,-4.5%,.,-7,14,-1.3%,.
COCCN1CC(CNC(=O)c2cc(COc3ccc(C)c(C)c3)on2)CC1=O (stereo not drawn),2.5%,.,0.4%,10%,.,-0.4%,.,.,.,2%
CS(=O)(=O)c1ccc(N)cc1,-1.2%,i,1.7%,0%,0.9%,1.7%,-4,3,-1.6%,4%
CN(C)CCCN1C(=O)c2cccc3c(Br)ccc(c23)C1=O,10%,i,-0.7%,9%,-4.3%,-0.1%,19,16,-1.3%,28%
CCNC(=O)NC(=O)COC(=O)c1cccc(NS(=O)(=O)/C=C/c2ccccc2)c1,2.1%,i,4.0%,7%,-2.6%,-0.1%,-3,-23,-3.5%,0%
CC(Oc1ccccc1)C(=O)Nc1nc2c(s1)C(=O)CC(C)(C)C2 (stereo not drawn),0.3%,i,1.5%,12%,-24%,0.1%,6,10,-0.5%,-1%
CCCc1cc(-c2n[nH]c(=S)n2CC)cs1,?,i,0.7%,22%,-5.7%,-0.5%,39,9,-0.1%,0%
Cc1cc(C)n(-c2nc(NCCN(C)C)c3c4c(sc3n2)CCCC4)n1,.,i,0.4%,17%,.,-1.4%,.,.,.,3%
CCOc1nc2cnccc2n(CC(=O)Nc2c(F)c(F)cc(F)c2F)c1=O,1.5%,.,0.0%,-1%,.,0.0%,.,.,.,-5%
CCCCn1c(N2CCC(Cc3ccccc3)CC2)nc2c1c(=O)[nH]c(=O)n2C,6.2%,i,-1.1%,4%,-7.1%,-0.1%,68*,-2.4*,.,-7%
O=C(NC1CCCC1)C1CCN(c2cnccn2)CC1,4.4%,i,0.1%,1%,0.2%,-0.2%,4,10,-1.2%,3%
CC1(C)Cc2c(c(N3CCOCC3)nc3sc4c(NCc5ccco5)nnnc4c23)CS1,0.5%,i,-0.6%,19%,-2.2%,0.8%,8,3,-1.3%,6%
COc1nnc(-c2ccc(N3CCOCC3)c(NC(=O)c3ccc(C)cc3)c2)c2ccccc12,?,i,?,2%,-3.3%,-0.1%,49,21,0.0%,3%
CCCC(=O)C1=C(N2CCCC2)CC(C)(C)C(C(=O)OC)C1=O (stereo not drawn),1.2%,i,-0.8%,2%,.,-0.6%,.,.,.,2%
CCOC(=O)N1CCN(c2ccc(C(C)=O)cc2F)CC1C (stereo not drawn),3.3%,i,0.2%,0%,-6.5%,-0.6%,-15,8,4.8%,-3%
C=CCc1c(C)nc2c(C)cccc2c1SC(=N)N,4.8%,i,1.3%,11%,.,-0.6%,.,.,.,-4%
O=C(NCC1CC1)Nc1cccc(C(F)(F)F)c1,7.9%,.,0.5%[50 µM],0%,.,0.4%,.,.,.,-3%
O=[N+]([O-])c1cccc(C(=Nc2cccc(Cl)c2)NO)c1,6.5%,i,0.2%,2%,1.1%,-0.4%,-5,5,0.5%,-4%
COc1cccc(N(C(=O)c2ccco2)C(C(=O)NC2CCCC2)c2cccnc2)c1 (stereo not drawn),0.3%,i,0.2%,14%,-6.3%,-0.2%,3,16,0.5%,1%
CCOC(=O)c1ccc(N2C(=O)C(O)=C(C(C)=O)C2c2ccc(O)c(OC)c2)cc1 (stereo not drawn),1.3%,i,2.7%,12%,-8.4%,1.0%,-13,-4,-1.6%,5%
NC(=O)Cn1c(=O)n(Cc2ccccc2)c(=O)c2cccnc21,1.2%,.,0.1%,9%,.,0.3%,.,.,.,-9%
Cc1ccc2c(CN3CCCCC3C)cc(=O)oc2c1 (stereo not drawn),0.1%,.,1.6%[50 µM],8%,.,0.1%,.,.,.,4%
Cc1ccc(C)c(C(=O)COC(=O)c2ccc(Br)o2)c1,0.3%,i,-0.5%,4%,-3.4%,-0.3%,6,-5,-3.4%,0%
COc1ccccc1N=Nc1c(C)[nH][nH]c1=O,1.6%,.,-0.1%[50 µM],6%,.,-0.2%,.,.,.,2%
Cc1nn(-c2ccc(F)cc2)c(Cl)c1C(=O)N(C)CC(=O)Nc1cccc(F)c1,9.0%,.,0.3%[50 µM],10%,.,.,.,.,.,-5%
COc1ccc(OCc2ccc(/C=N\NC(=O)c3sccc3C)o2)cc1,2.6%,.,-0.2%,13%,.,-0.5%,.,.,.,1%
Cc1[nH][nH]c(=O)c1C=NCc1cccc(C(F)(F)F)c1,1.9%,i,-0.1%,8%,-4.1%,0.0%,-11,12,.,2%
Cc1ncc([N+](=O)[O-])n1Cc1cccc2ccccc12,14%,i,0.7%[50 µM],11%,-3.9%,-1.8%,-15,-2,-1.8%,-3%

An excerpt from above in order of their number in NS5 inhibitors, largest number first:
smiles	RSV antiviral HEp-2	SV40 large T antigen	XIAP displacement	West Nile virus CPE	WT yeast gro inh mutant strain	NS5 inhibitors
Cc1[nH][nH]c(=O)c1C=NCc1cccc(C(F)(F)F)c1	1.9%	8%	-4.1%	0.0%	12	2%
COc1cccc(N(C(=O)c2ccco2)C(C(=O)NC2CCCC2)c2cccnc2)c1 (stereo not drawn)	0.3%	14%	-6.3%	-0.2%	16	1%
Cc1nn(-c2ccc(F)cc2)c(Cl)c1C(=O)N(C)CC(=O)Nc1cccc(F)c1	9.0%	10%	.	.	.	-5%
